Bioassay records (PubChem)
GLP1R ag: qHTS of GLP-1 Receptor Agonists. Glucagon-like peptide 1 receptor (Homo sapiens), P43220. HEK293 GLP-1R CRE-luciferase, luminescence, 4-6 h; cells express a hypersensitive GLP-1R form. Potency, µM (highest dose often 45.6 µM), for the others: at the highest dose activation, hits mostly activators. 0.007% of 380,000 active. AID 624172, 2012; further: potency means the concentration at half of the fitted maximal effect; % of control where 0% means no effect
PLK1 PBD inh: qHTS for Inhibitors of PLK1-PDB (polo-like kinase 1 - polo-box domain): Primary Screen | Serine/threonine-protein kinase PLK1 (Homo sapiens), P53350 | Plk1 PBD binding of FITC phosphopeptide, fluorescence polarization | Potency, µM, for inactives: max response, negative = inhibition, usual class: inhibitors | 2.8% of 360,000 active | AID 720504, 2013; further: potency means the concentration at half of the fitted maximal effect; series mostly up to about 57 µM; on the % scale 0 is the no-effect control and ±100 the full control effect; nearly all actives have a fitted effect of over 65% in size
Target sequence (P53350 whole entry, looked up, the tested form may be a part): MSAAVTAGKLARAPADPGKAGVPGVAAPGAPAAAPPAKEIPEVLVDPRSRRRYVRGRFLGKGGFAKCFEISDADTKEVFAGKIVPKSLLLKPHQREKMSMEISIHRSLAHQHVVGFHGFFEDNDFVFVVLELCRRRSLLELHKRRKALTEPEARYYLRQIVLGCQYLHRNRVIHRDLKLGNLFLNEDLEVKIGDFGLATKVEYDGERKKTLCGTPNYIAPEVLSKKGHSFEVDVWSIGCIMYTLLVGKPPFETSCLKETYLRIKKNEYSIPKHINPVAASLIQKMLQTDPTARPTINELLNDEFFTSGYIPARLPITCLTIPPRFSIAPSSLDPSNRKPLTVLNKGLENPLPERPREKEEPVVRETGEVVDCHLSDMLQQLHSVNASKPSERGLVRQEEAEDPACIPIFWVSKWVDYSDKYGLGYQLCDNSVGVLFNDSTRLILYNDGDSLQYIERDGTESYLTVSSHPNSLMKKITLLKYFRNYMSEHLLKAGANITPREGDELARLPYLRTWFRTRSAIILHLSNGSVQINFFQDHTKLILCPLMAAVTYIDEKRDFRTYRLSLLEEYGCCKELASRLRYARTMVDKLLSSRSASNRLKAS
DRD3 agonist: qHTS of D3 Dopamine Receptor Agonist: qHTS; 0.58% of 410,000 active; max activation, %; D3R DiscoveRx beta-arrestin cells, luminescence, 90 min; in the data active means max activation above about 30%; further: 0% is about no effect; mostly tested at two doses, the higher about 12 µM
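Agonist mode: compounds and dopamine controls were applied to plated cells for 90 min at 37 degrees C after an overnight attachment at 1500 cells/well. Luminescent read-out followed 30 - 60 minutes at room temperature with DiscoveRx detection reagent.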
PI5P4Ka inh: qHTS for Inhibitors of phosphatidylinositol 5-phosphate 4-kinase (PI5P4K); max response, %; Phosphatidylinositol 5-phosphate 4-kinase type-2 alpha (Homo sapiens), P48426; 1.2% of 330,000 active; PI5P4Kalpha enzyme, ADP-Glo luminescence, 60 min; active compounds read low; active means max response of -50% or lower; inconclusive means between -30% and -50%; inactive means -30% or higher; further: value at the top dose of about 77 µM; on the % scale 0 is the no-effect control and ±100 the full control effect
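ADP-Glo luminescence end-point read after a 60 min room-temperature kinase reaction of PI5P4Kalpha plus substrate, initiated with ATP at 5 microM final. Buffer: 0.038 M HEPES pH 7.4, EGTA, 0.1% CHAPS, 5% DMSO.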
GLP1R inv ag: qHTS of GLP-1 Receptor Inverse Agonists (Inhibition Mode); Glucagon-like peptide 1 receptor (Homo sapiens), P43220; HEK293 GLP-1R CRE-luciferase, luminescence, 24 h; GLP-1R form is constitutively active; Potency, µM (series often up to 38.3 µM), without a hit: top-dose activity change, negative = inhibition, hits mostly inhibitors; 1.6% of 410,000 active; AID 624417, 2012; further: potency means the concentration at half of the fitted maximal effect; on the % scale 0 is the no-effect control and ±100 the full control effect; nearly all actives have a fitted effect of over 55% in size
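qHTS in 1536-well format: reporter HEK293 cells expressing constitutive GLP-1R activity in DMEM + 10% Nu serum, 24 hr with compounds at 37 deg C, luminescence read after 12 min with detection reagent.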
HEK293 tox: qHTS of GLP-1 Receptor Inverse Agonists: Cytotox Screen; HEK293 cAMP-luciferase reporter cells, luminescence, 24 h; Potency, µM (top dose mostly 38.3 µM), for the others: at the highest dose activity change, negative = inhibition, actives largely listed as inhibitors; 0.13% of 410,000 active; AID 624418, 2012;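 further: loss of luciferase light is scored as toxicity; potency means the concentration at half of the fitted maximal effect; on the % scale 0 is the no-effect control and ±100 the full control effect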
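Luminescence readout: signal drop marks cytotoxicity. Plated cells grew 12 h at 37 °C, 5% CO2, received 23 nL compound for 24 h, then got luciferase reagent, read after 12 min at RT.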
IL-2 act: qHTS of IL-2 Activators. 0.065% of 360,000 active. IL-2 activation reporter assay, cell-based qHTS; stimulated with anti-CD3/CD4/CD28 beads; in transgenic mouse T cells. activation, % (series mostly up to about 46 µM); in the data active means activation above about 50%; inconclusive means mostly about 30% to 49%; further: 0% is about no effect
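Unstimulated transgenic mouse T cells; 60-min compound exposure; bead-based TCR/CD4/CD28 stimulation; 18 h culture, 37 degrees C; dual fluorescence (EGFP, DsRed) plate cytometry.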
WRN inhibitor: qHTS for Inhibitors of WRN Helicase | WRN helicase unwinding, fluorescent forked duplex, kinetic | Bifunctional 3'-5' exonuclease/ATP-dependent helicase WRN (Homo sapiens), Q14191 | Potency, µM (top dose mostly 114 µM), for inactives: at the highest dose activity change, negative = inhibition, most hits filed as inhibitors | AID 651768, 2012 | 0.46% of 360,000 active; further: potency means the concentration at half of the fitted maximal effect; on the % scale 0 is the no-effect control and ±100 the full control effect; nearly all actives have a fitted effect of over 55% in size
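WRN at 20 nM final was preincubated with compound for 15 min at room temperature; reaction started with 100 nM forked duplex oligonucleotide carrying fluorophore and quencher plus 2 mM ATP (final). Unwinding followed kinetically by red fluorescence (ex 525/em 598 nm).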
D3 antag: qHTS of D3 Dopamine Receptor Antagonist: qHTS. AID 652054, 2013. 2.5% of 360,000 active. D(3) dopamine receptor (Homo sapiens), P35462. D3R cells, DiscoveRx beta-arrestin luminescence, antagonist mode; active compounds read low. max response, negative = inhibition, %; in the data active means max response below about -50%; inconclusive means no clear call, values can overlap the other calls; further: on the % scale 0 is the no-effect control and ±100 the full control effect; mostly tested at two doses, the higher about 12 µM
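Cells plated overnight at 1500 cells/well, then exposed to library compounds with dopamine controls for 90 minutes at 37 degrees C. DiscoveRx reagent added for 30–60 minutes at room temperature; luminescence read, quantitative HTS format.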
* marks the source's active call; other numbers are inactive results; ? = inconclusive; · = not tested or not shown; [ ] = another dose, or the depositor's remark. Unless noted, the call rests on the fitted dose curve; in most records, active means well fitted curve in the direction sought with a large enough effect; inconclusive means small, poorly fitted or top-dose-only effect, or another doubt; inactive means no such curve, though single readings can be large; an effect the other way counts as inactive or inconclusive.

SMILES | GLP1R ag | PLK1 PBD inh | DRD3 agonist | PI5P4Ka inh | GLP1R inv ag | HEK293 tox | IL-2 act | WRN inhibitor | D3 antag
COc1ccc(C2CC(c3ccccc3)=NN2c2ccc(C(N)=O)cc2)cc1 (stereo not drawn) | -6% | -14% | 4 | 9 | ? | 406%[activator] | 1.5 | -11% | 27
COc1ccc(-c2nc3cc(C)c(Br)c(C)n3c2Cc2ccsc2)cc1OC | 16% | -3% | 6 | 14 | -32% | -3% | 0.8 | -4% | 25
COc1ccc(NC(=O)COC(=O)c2ccc(OC)c(S(=O)(=O)N3CCCC3)c2)cc1OC | 0% | 4% | 5 | 0 | 14% | -20% | 2.4 | 6% | 12
CCOC(=O)c1ccc(NS(=O)(=O)c2cnc[nH]2)cc1 | 2% | -12% | 0 | 3 | 10% | 75%[activator] | -1.5 | -23% | -15
O=C(O)/C(=C\c1ccc(-c2ccc(F)cc2)o1)c1ccccc1 | 3% | ? | 0 | ? | 13% | -8% | -2.6 | ? | -3
Cc1cccc(NC(=O)CNC(=O)CSc2ncccn2)c1C | -1% | 4% | 12 | 8 | 8% | -5% | -3.1 | 2% | 8
Cn1cc(Cl)c(/C=C(\C#N)S(=O)(=O)c2ccccc2)n1 | 14% | ? | -6 | 5 | 4% | -20% | 0.5 | -18% | 6
Cc1cccc(C=Nc2ccc3c4c(cccc24)CC3)c1O | 9% | -4% | 2 | 26 | 0% | 9% | -0.4 | 7% | -22
CNc1nc(C)c(C(=O)c2ccc(Cl)cc2)s1 | 18% | -8% | -5 | 2 | 8% | 8% | -0.9 | -6% | 14
CCOC(=O)C1CCCN(C(=O)CN2C(=O)/C(=C/c3ccc(OC)cc3)Oc3ccccc32)C1 (stereo not drawn) | 7% | -8% | -6 | 2 | ? | -1% | -5.0 | -7% | 25
CCOCCCn1cnc2c3cc(F)ccc3n(C)c2c1=O | 7% | -8% | 6 | 1 | 22% | -4% | 0.1 | -4% | 0
Cc1ccc(CCNC(=O)CCS(=O)(=O)Cc2ccc(C)cc2)cc1 | -2% | 0% | 2 | 7 | -26% | 4% | -0.5 | -5% | 12
COC(=O)c1ccccc1NCC(=O)c1ccc(OC)cc1 | 2% | -1% | -6 | 0 | 1% | 0% | -2.9 | -12% | 4
CS(=O)(=O)c1ccc(C(=O)NC2CCCc3ccccc32)cc1 (stereo not drawn) | 1% | -3% | 8 | -9 | 13% | -2% | -2.9 | 5% | 5
COc1cc(OC)cc(C(=O)OCC(=O)Nc2cccc(S(=O)(=O)NC3=NCCCCC3)c2)c1 | 2% | 4% | 4 | -5 | -17% | 3% | 1.1 | -2% | 9
CCn1nc(C)c(CN2CCCC(CNS(=O)(=O)c3ccc(OC)cc3)C2)c1C (stereo not drawn) | 2% | 1% | -16 | 3 | 4% | 17% | -5.3 | -34% | 1
COC(=O)c1c(Oc2nc(OC)cc(OC)n2)cccc1Oc1nc(OC)cc(OC)n1 | 12% | -5% | 11 | 11 | 4% | 13% | -4.3 | 3% | 0
COc1ccc(C2Nc3ccccc3C(=O)N2Cc2ccccc2)cc1CN1CCOCC1 (stereo not drawn) | 19% | -2% | -3 | 5 | -29% | 7% | 0.1 | -14% | 7
CCN(CC(=O)Nc1cc(Cl)ccc1Cl)C(=O)c1ccc(-n2cccn2)cc1 | 3% | 1% | -2 | 6 | ? | -7% | 0.7 | -4% | 1
O=S(=O)(Nc1ccc(N2CCCCC2)cc1)c1ccccc1F | 10% | -8% | 0 | -14 | -19% | -3% | -0.2 | -17% | 0
CCOC(=O)C1CCN(C(=O)COc2ccc(N(C)S(=O)(=O)c3cccs3)cc2)CC1 | 22% | -2% | 4 | 2 | -9% | -12% | -0.1 | -5% | -4
CCOC(=O)c1sc2ncn(CC(=O)Nc3ccc(OC)c(Cl)c3)c(=O)c2c1C | 0% | · | -14 | · | -11% | -71% | · | · | ·
Cc1ccccc1N(CC(=O)NCCSc1ccccn1)S(=O)(=O)c1ccccc1 | 11% | -10% | -5 | 2 | ? | -1% | -0.5 | -28% | -7
COc1cc(Cl)c(C)cc1NCC(=O)Nc1cccc(S(=O)(=O)N2CCCC2)c1 | -5% | -14% | 2 | 0 | 8.9µM* | -15% | -0.4 | 0% | -5
CCCCNC(=O)CSc1nc2c(sc(=S)n2-c2cc(Cl)ccc2OC)c(=O)[nH]1 | -6% | -18% | -1 | -6 | -26% | -2% | -0.9 | -6%[57.1 µM] | -5
CCOC(=O)[C@]12CCCC=C1N(Cc1ccc(Cl)cc1Cl)C(=O)[C@H](CC(=O)NCc1cccs1)C2 | 1% | -5% | -4 | 13 | ? | -14% | -1.3 | -14% | ?
C/C(=N\NC(=O)CNC(=O)c1ccc2c(c1)OCCO2)c1ccco1 | 0% | 1% | -8 | -8 | -7% | -12% | 0.2 | -20% | 5
Cc1cccc(N2CN(Cc3cccnc3)CNC2=S)c1C | 8% | -6% | 1 | 1 | 13% | 2% | -1.0 | 5% | -2
CC1(C(=O)NS(=O)(=O)c2ccccc2)CCN1C(=O)Cc1cccc2ccccc12 (stereo not drawn) | 8% | -8% | -8 | 1 | -8% | 5% | 0.9 | 3% | 0
O=C(COC(=O)C1(c2ccc(F)cc2)CCCC1)N1CCN(C(=O)c2ccco2)CC1 | 7% | -9% | -10 | 0 | ? | -16% | -0.6 | -3% | -28
O=C(c1cc([N+](=O)[O-])ccc1N1CCCC1)N1CCCCC1 | 2% | -1% | 2 | 4 | -14% | ? | -0.4 | 8% | 1
CC1=NN(C(=O)c2ccncc2)C(=O)C1N=Nc1ccc2ccccc2c1 (stereo not drawn) | 0% | 3% | -15 | -10 | 14% | -24% | -3.2 | -1%[11.6 µM] | -6
CCOc1ccc(NC(=O)c2c(N)n(C)c(=O)[nH]c2=O)cc1 | 6% | -3% | 3 | 2 | 12% | -3% | 0.0 | 2% | -12
Cc1ccc(C)n1CCN1CCN(CC(=O)Nc2ccc(S(N)(=O)=O)cc2)CC1 | -9% | -9% | -2 | 2 | 51%[activator] | 5% | -2.8 | -16% | -7
N#Cc1ccc(OCC(=O)NC2=NCCS2)cc1 | 4% | 3% | 6 | -9 | 5% | 13% | 0.3 | -8% | 14
Cc1ccccc1NC(=O)NCC1CCN(c2ccc(S(=O)(=O)N3CCOCC3)cc2)CC1 | 8% | -11% | -2 | -5 | 29% | -1% | -4.3 | -4% | 8
Cc1cc(F)ccc1S(=O)(=O)N1CCCOC1CNC(=O)C(=O)NC1CC1 (stereo not drawn) | -6% | 3% | -3 | -7 | -17% | 5% | 0.7 | -10% | 9
Cc1csc(Nc2ccccc2C(F)(F)F)n1 | 4% | 0% | 0 | 2 | ? | -4% | -2.9 | -14% | 15
c1ccc(C(c2ccccc2)N2CCN(C(c3ccccn3)c3nnnn3C3CCCC3)CC2)cc1 (stereo not drawn) | -12% | -12% | 3 | -5 | 1%[0.307 µM] | 0%[0.307 µM] | -0.2 | ? | -2
O=C(CNC(=O)c1ccccc1Cl)Nc1ccc(F)cc1 | 28% | -6% | -15 | 1 | 8% | 4% | -1.6 | 4% | -23
O=C(Nc1ccc2cn[nH]c2c1)c1ccc(Cl)c(S(=O)(=O)N2CCOCC2)c1 | 0% | 3% | -2 | 0 | 13% | -6% | -3.0 | 1% | 22
Cc1ccc2c(c1)N(C(=O)CCC(=O)NCc1cccnc1)CCO2 | 7% | -10% | -12 | -10 | -8% | 17% | -2.8 | 2% | 0
CCN(Cc1ccc(Br)s1)C(=O)CSc1nnc(C2CC2)n1C1CC1 | 2% | 0% | 0 | -2 | -17% | 2% | -1.8 | -5% | 17

Compounds were not picked by outcome (roughly 7.8% active in at least one column).
